High-throughput results deposited in PubChem by Broad Institute.
Cneo AK release: Cryptococcus neoformans lysis via adenylate kinase release; C. neoformans lysis, adenylate kinase release luminescence, 4 h; normalised: neutral wells 0, clomiphene wells 100; lysis activity, % at 15 µM; actives 0.2% (n = 360,000); AID 651654;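 active = mean lysis activity across replicates of at least 80%, whatever share of replicates individually reach that level; inactive = mean lysis activity below 80%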
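Material – Cryptococcus neoformans yeast cells · Quantity – 5 × 10^6 yeast cells/mL · Buffer or medium – YPD medium · Compound – single dose · Timing – 4 h static compound exposure, 37 °C, read 1 h post-reagent · Signal – adenylate kinase release luminescence · Read-out basis – lysis from increased AK signal · Benchmarks – Clomiphene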
PAX8 reporter: PAX8 transcriptional activity inhibition; RMG-I TPO-luciferase reporter, SteadyGlo, 24 h; inhibition, % at 12.6 µM; actives 1.2% (n = 360,000);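 active = mean replicate inhibition at least 60% with every replicate also reaching 60%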;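 note: luciferase light reporting Pax8 driven TPO promoter activity; plate controls were median of neutral control wells for no effect and mitoxantrone controls for full effect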
Statin myotox sup: suppression of simvastatin myotoxicity; C2C12 myotubes + simvastatin, ATP luminescence, 48 h; scaled: DMSO 0, geranylgeraniol control 100; rescue of ATP level, % at 7.49 µM; actives 0.78% (n = 330,000); AID 602340;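 active = mean ATP rescue above about 67%, or every replicate alone reaching that limit, limit read from the data, passing the limit was not always enough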;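 note: myotubes were challenged with 10 µM simvastatin during compound exposure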
PglD inh: inhibitors of Campylobacter jejuni PglD acetyltransferase | AID 602405 | actives 0.098% (n = 360,000) | purified PglD enzyme, DTNB colorimetric CoA detection | inhibition, % at 12.5 µM; in the data active = inhibition above about 16%, passing the limit was not always enough; note: strong numbers were not always called active
ARNT TACC3 PPI: disrupts binding between human ARNT and TACC3; Q9Y6A5; AlphaScreen His-ARNT PAS-B/GST-TACC3 binding, luminescence; TACC3 fragment carries E629A point mutation; inhibition, % at 9.99 µM; actives 0.66% (n = 390,000); AID 623870;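 active = mean inhibition of replicates at least 50% and at least half of replicates each reaching 50%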;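 note: 0% = complete ARNT plus TACC3 wells and 100% = ARNT alone without TACC3; many hits fall short of the cut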
LGR2 inh: Drosophila LGR2 receptor signaling inhibition | HEK293 LGR2, CRE-luciferase, bursicon-stimulated, 4 h | inhibition, % at 9.99 µM | actives 0.35% (n = 380,000) | AID 720647;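 active = drop in luminescence signal, shown as inhibition above about 50% in the replicate tests, limit read from the data, passing the limit was not always enough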;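 note: agonist challenge used bursicon conditioned medium at about half maximal strength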
PGC1a acetyl inh: modulators of PGC1a acetylation. U2OS PGC1a acetylation, AlphaScreen anti-acetyl-lysine; with virally co-expressed GCN5 acetyltransferase. inhibition, % at 15.6 µM. AID 651687. actives 0.17% (n = 350,000);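 active = every replicate shows inhibition of at least 40%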;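 note: 0% = neutral control wells and 100% = positive control wells; some results beyond the cut were filed as inactive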
GSIS activator: GLuc luminescence reporter in INS-1E cells, primary screen for activators of glucose-dependent secretion of insulin | INS-1E GLuc reporter insulin secretion, 2-3 h | activation, % at 16.6 µM | actives 0.61% (n = 370,000);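 active = lowest replicate activation of at least 40%, so every replicate reaches that level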;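 note: 0% = median of neutral control wells and 100% = median of IBMX positive control wells; some compounds called inactive have numbers as strong as hits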
Numbers without * were called inactive; / = no result given.

SMILES	Cneo AK release	PAX8 reporter	Statin myotox sup	PglD inh	ARNT TACC3 PPI	LGR2 inh	PGC1a acetyl inh	GSIS activator
COc1ccc2c3c([nH]c2c1)[C@H](CO)N(S(C)(=O)=O)CC31CN(C(=O)c2cccnc2)C1	/	-15	/	/	/	11	-6	5
CCOc1cc2c(cc1OCC)C(c1ccc(OC)cc1)N(c1ccccc1)C(=O)C2 (stereo not drawn)	0	4	/	2	1	-8	/	30
C[C@H]1CN([C@@H](C)CO)C(=O)c2cc(C#Cc3ccccc3F)cnc2O[C@@H]1CN(C)C(=O)Cc1ccncc1	-4	3	-22	5	2	9	2	-4
CC1(C)C(CSc2nc3ccccc3[nH]2)C1(Cl)Cl (stereo not drawn)	/	21	/	/	-2	-25	/	-20
Cc1ccc(S(=O)(=O)Nc2ccc3c(c2)CC(=O)N([C@H](C)CO)C[C@H](C)[C@H](CN(C)C(=O)NC2CCCCC2)O3)cc1	1	11	6	1	-6	-17	8	7
CC(C)NS(=O)(=O)c1ccc(NC(=O)c2cccnc2)cc1	-1	-6	3	4	-4	-22	-3	9
CC(=O)N1c2ccc(S(=O)(=O)N3CCC(C(=O)Nc4cccc(C)c4C)CC3)cc2CC1C (stereo not drawn)	5	9	29	1	-4	1	5	-10
COc1cc(-c2cc(C(=O)Nc3ccc(S(=O)(=O)NCc4ccco4)cc3)c3ccccc3n2)cc(OC)c1OC	-1	39	/	1	6	24	/	1
CO[C@@H]1CN(C)C(=O)c2cc(NC(=O)NC3CCCCC3)ccc2OC[C@H](C)NC[C@@H]1C	-1	2	-7	4	-4	-10	/	9
Cc1cc(C(=O)NCCc2ccc(S(N)(=O)=O)cc2)c(C)o1	-4	4	7	2	/	3	/	-16
O=C(O)[C@H](Cc1ccccc1)N1Cc2ccccc2C1=O	0	-10	-11	1	-5	-16	/	11
Cc1cccc(CS(=O)(=O)c2ncc(Cl)c(C(=O)NCc3ccc4c(c3)OCO4)n2)c1	-1	-6	-112	3	-4	5	-39	-2
O=C(c1cccc(-n2cnnn2)c1)N1CCOCC1	0	/	-22	-6	8	/	8	/
CC(C)NC(=O)N[C@@H]1CC[C@H](CCNC(=O)C2CCOCC2)O[C@@H]1CO	0	-13	1	-2	-19	-4	-11	6
C[C@@H]1CN([C@H](C)CO)C(=O)c2cc(NC(=O)Nc3ccccc3)ccc2O[C@H]1CN(C)C(=O)Nc1cccc2ccccc12	-1	/	6	-3	3	9	1	12
S=C(Nc1ccc(Br)cc1)N1CCN(C2CCCCC2)CC1	-1	/	3	3	0	9	10	2
Cc1[nH]n(-c2ccccc2)c(=O)c1/C=C1\C=NN=C1c1ccccc1	/	-10	/	/	-1	/	1	1
O=C(N/C=C\n1cnc2cc(C(F)(F)F)ccc21)c1ccc([N+](=O)[O-])cc1	3	2	-7	-1	-1	2	-4	-26
CC(OC(=O)c1ccc(Cl)c(S(=O)(=O)N2CCc3ccccc32)c1)C(=O)Nc1ncc(Cl)cc1Cl (stereo not drawn)	2	12	/	2	-2	-2	3	-11
O=C(CN1C(=O)NC2(CCCC2)C1=O)OCCOc1ccc(Cl)cc1Cl	0	-14	6	0	/	-15	6	-21
CCCNC(=O)N(C)C[C@@H]1Oc2cc(C#CCN(C)C)ccc2S(=O)(=O)N([C@@H](C)CO)C[C@H]1C	-1	/	-23	0	8	-11	-2	-2
C[C@@H]1CN([C@H](C)CO)C(=O)c2cc(NC(=O)Nc3ccccc3)ccc2O[C@@H]1CN(C)C(=O)Nc1ccc(C(F)(F)F)cc1	-2	/	-35	9	-4	25	5	-4
CCCN1[C@@H]2Cn3c(ccc(-c4cccc(F)c4)c3=O)[C@H]1[C@@H](C(=O)NCC)[C@@H]2CO	-3	/	0	-2	1	8	/	2
Nc1cc(C(F)(F)F)cc2c1SCC(=O)N2	0	17	1	19	-16	-16	-1	15
CC(=O)c1cccc(NC(=O)NC2CCCCCCC2)c1	-1	-51	/	1	-5	-17	2	-26
More compounds follow:
SMILES	Cneo AK release	PAX8 reporter	Statin myotox sup	PglD inh	ARNT TACC3 PPI	LGR2 inh	PGC1a acetyl inh	GSIS activator
C=C(C)CNC(=S)N/N=C/c1ccco1	12	-22	/	0	-2	4	-2	-4
Cc1cc(F)ccc1NCc1ccc([N+](=O)[O-])cc1	/	-30	/	/	-1	-20	-3	-32
CN1CCN(c2ccc(S(=O)(=O)N3CCCCC3)cc2NC(=O)c2ccc(C#N)cc2)CC1	/	0	/	/	-2	-1	/	-28
CCc1nnc(NC(=O)NC(C)(C)C)s1	-5	/	4	-4	-3	-10	/	0
O=C(Nc1ccccc1C(F)(F)F)c1cc(-c2cccc(O)c2)on1	0	/	6	-2	-3	/	3	/
CN(C)C(=O)[C@@H]1[C@@H](CO)[C@@H]2Cn3c(ccc(C4=CCCCC4)c3=O)[C@H]1N2Cc1ccccc1	2	-5	-2	3	-6	9	/	1
COc1ccc(NC(=O)CC2C(=O)N(c3ccc(OC)cc3)C(=O)N2CCN2CCN(C)CC2)cc1 (stereo not drawn)	0	/	-19	-1	-5	/	7	5
CC(C)C1Nc2c(C(=O)O)cccc2C(Nc2ccccc2C(=O)O)C1(C)C (stereo not drawn)	3	9	5	-4	/	-20	-2	5
COC(=O)c1[nH]c2cc(C)ccc2c1NC(=O)CN1CCCc2ccccc21	-6	/	-1	8	1	/	/	/
CC(NC(=O)c1ccc(S(=O)(=O)NCc2ccco2)cc1)c1ccc(F)cc1 (stereo not drawn)	/	12	-2	/	/	11	5	9
CC(=O)c1ccc(OC2(C)CCN(Cc3cc4ccccc4[nH]3)C2)cc1 (stereo not drawn)	-7	11	23	-1	/	1	-7	-7
CCOC(=O)Cn1nc(C)c(NC(=O)CCc2ccccc2)c1C	/	-9	/	/	-2	-15	/	8
CCCS(=O)(=O)Nc1c(C(=O)O)[nH]c2ccccc12	1	/	9	3	-9	/	2	/
CC(C)NC(=O)Nc1ccc2c(c1)C(=O)N([C@@H](C)CO)C[C@H](C)[C@@H](CN(C)S(=O)(=O)c1ccc(Cl)cc1)OCCCC[C@@H](C)O2	-2	7	/	2	-1	6	-7	-23
Cc1nc2c(C)cccn2c(=O)c1NC(=O)c1ccc(Br)o1	/	5	/	/	4	7	/	7
Cc1cc(=O)n(CC(=O)NC2CC2)c2c1c(C)nn2-c1ccccc1	3	/	-9	-2	-5	/	/	/
COc1ccccc1C#Cc1ccc([C@@H]2[C@H](C#N)N(C(=O)C3CCC3)[C@H]2CO)cc1	5	7	-4	-2	11	15	-4	-6
CCN(CC)c1ccc2c(C)c(Cl)c(=O)oc2c1	/	4	/	/	-55	-21	1	-1
CCC[n+]1c(C)sc2c(OC)ccc(OC)c21	1	3	2	-4	-2	-4	23	8
Cc1cc(C)cc(NC(=O)C2C3C=CC4(O3)C2C(=O)N(CCCN2CCCC2)C4C(=O)NC2CCCC(C)C2C)c1 (stereo not drawn)	7	-4	-43	1	-8	-4	/	-8
CO[C@@H]1CN(C)C(=O)c2ccc(NC(=O)Nc3c(C)noc3C)cc2OC[C@H](C)N(CC2CC2)C[C@@H]1C	1	-13	3	0	-4	7	101*	10
Cc1ccc(S(=O)(=O)N2CCN(C(=S)NCC3CCCO3)CC2)cc1 (stereo not drawn)	3	-11	11	-7	1	2	-14	-11
OC(COC(c1ccc(F)cc1)c1ccc(F)cc1)CN1CCc2ccccc2C1 (stereo not drawn)	0	-2	-1	3	0	-3	9	-14
Cc1cccc(-c2cccc3nccn23)c1	11	-15	-4	-2	/	4	/	8
Cc1c(NC(=O)COC(=O)/C=C/c2cccc(Br)c2)c(=O)n(-c2ccccc2)n1C	-8	7	1	0	/	-4	/	-11

The last 4 compounds of the part before are carried over, then new ones follow.
SMILES	Cneo AK release	PAX8 reporter	Statin myotox sup	PglD inh	ARNT TACC3 PPI	LGR2 inh	PGC1a acetyl inh	GSIS activator
Cc1ccc(S(=O)(=O)N2CCN(C(=S)NCC3CCCO3)CC2)cc1 (stereo not drawn)	3	-11	11	-7	1	2	-14	-11
OC(COC(c1ccc(F)cc1)c1ccc(F)cc1)CN1CCc2ccccc2C1 (stereo not drawn)	0	-2	-1	3	0	-3	9	-14
Cc1cccc(-c2cccc3nccn23)c1	11	-15	-4	-2	/	4	/	8
Cc1c(NC(=O)COC(=O)/C=C/c2cccc(Br)c2)c(=O)n(-c2ccccc2)n1C	-8	7	1	0	/	-4	/	-11
CCc1ccc2c(c1)/C(=C/C(=O)c1cccs1)C(=O)N2	2	/	8	7	/	/	-33	/
COC(=O)CCSCc1cn2cc(Cl)ccc2n1	-2	/	/	-1	-5	/	1	/
COc1ccc(S(=O)(=O)Nc2ccc3c(c2)C(=O)N([C@@H](C)CO)C[C@@H](C)[C@@H](CN(C)S(=O)(=O)c2c(C)noc2C)O3)cc1	1	/	14	1	1	3	3	-5
CC(=O)Nc1ccc(NC(=O)COC(=O)C2(c3ccc(Cl)cc3)CCCC2)cc1	/	11	/	/	-10	18	/	-9
O=C(CSc1nc2ccccc2s1)Nn1cnnc1	2	/	8	2	2	/	-22	/
CC(C)(C)C1CCc2c(sc3nc(SCC(=O)O)nc(N)c23)C1 (stereo not drawn)	-11	-55	18	-1	-5	-26	-13	-7
O=C(Nc1cc(S(=O)(=O)N2CCOCC2)ccc1N1CCCC1)c1ccc2c(c1)S(=O)(=O)c1ccccc1C2=O	/	16	/	/	-1	6	-2	6
O=C(Cc1ccccc1)NCC(=O)N1CCC2(CC1)NCCc1[nH]cnc12	2	-10	-2	-1	1	1	/	3
Cc1ccsc1C(=O)Nc1ccc(O)c(-c2nc3ccccc3s2)c1	/	-1	/	/	-2	-17	6	17
CCN(C(=O)COC(=O)Cn1c(=O)oc2ccccc21)c1c(N)n(Cc2ccccc2)c(=O)[nH]c1=O	1	-4	-10	4	-7	15	0	-2
CCn1nnc2cc(C(=O)Nc3cc(OC)cc(OC)c3)ccc21	-2	/	-33	-1	5	-18	/	29
CCN(CC)C(=O)C1CCCN(Cc2sccc2C)C1 (stereo not drawn)	0	/	20	3	-7	-8	13	19
C[C@H]1CN([C@@H](C)CO)C(=O)c2cccc(NS(=O)(=O)c3ccc(F)cc3)c2O[C@H]1CN(C)C(=O)Nc1ccc(C(F)(F)F)cc1	-3	/	-34	1	-2	3	-1	-11
C[C@@H](O)C#Cc1ccc([C@H]2[C@@H](CO)N3CCCCN(C(=O)c4ccncc4)C[C@H]23)cc1	-1	2	5	6	-6	4	-4	21
CN1CCN(S(=O)(=O)c2ccc(Br)c3nsnc23)CC1	2	-16	-2	-7	2	4	0	18
COc1ccc(C)cc1NC(=O)NC1CC(=O)N(c2ccc3c(c2)OCCO3)C1 (stereo not drawn)	2	2	13	/	/	-1	-8	-18
CCCCN1C2CCCC1CC(NC(=O)c1cccc(Cl)c1)C2 (stereo not drawn)	0	-3	-2	-5	-7	5	/	-3
COc1cc(CNCCO)ccc1OCC(=O)Nc1ccc(Br)cc1	1	/	24	7	-5	-10	-16	5
CCCNC(=O)c1cc(C2CCCCN2C(=O)c2ccc(OC)cc2)on1 (stereo not drawn)	-1	-13	-4	2	/	15	2	2
COc1ccccc1NS(=O)(=O)c1cc(NC(=O)c2ccncc2)ccc1N1CCCC1	/	12	/	/	9	11	-10	1
O=S(=O)(N/N=C/c1ccccc1F)c1ccccc1	/	-4	/	/	-2	0	/	17
O=C(NCCN1C(=O)C2C3C=CC(C3)C2C1=O)N1CCCCC1 (stereo not drawn)	-2	-6	-8	6	/	-14	41	-8
NC1=NC(c2cccc(O)c2)n2c(nc3ccccc32)N1 (stereo not drawn)	1	/	-7	-4	1	/	2	/
Cn1cnnc1SCC(=O)Nc1ccc(N2CCOCC2)cc1	/	-22	/	/	-4	16	3	5
